Bioassay records as filed in PubChem BioAssay.
NTR1 ag = NTR1-driven beta-arrestin-GFP spot formation – imaging, U2OS cells, high content, primary screen (AID 493036) | P30989 | agonist mode | activation, % at 20 µM | actives 0.17% (n = 330,000);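 active = activation at or above 40% of the spot to cytoplasm intensity ratio, with at least 20 cells analyzed; inconclusive = wells under 20 cells, flagged as cytotoxic or low count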;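 also: 0% = DMSO without peptide and 100% = 100 nM NTR1 peptide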
Target sequence (P30989 whole entry, looked up): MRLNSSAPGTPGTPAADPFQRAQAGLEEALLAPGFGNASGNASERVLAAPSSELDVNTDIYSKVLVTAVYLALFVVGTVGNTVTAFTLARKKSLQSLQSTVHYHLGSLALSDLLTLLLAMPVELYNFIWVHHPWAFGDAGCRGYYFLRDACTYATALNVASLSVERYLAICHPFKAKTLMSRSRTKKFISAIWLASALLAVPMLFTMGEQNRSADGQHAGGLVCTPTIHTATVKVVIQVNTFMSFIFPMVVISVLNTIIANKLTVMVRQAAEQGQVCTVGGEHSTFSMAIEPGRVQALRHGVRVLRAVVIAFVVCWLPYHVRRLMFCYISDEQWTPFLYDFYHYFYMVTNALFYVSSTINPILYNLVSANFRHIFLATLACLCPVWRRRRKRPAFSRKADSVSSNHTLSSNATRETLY
MgcRacGAP inhibition = MgcRacGAP GTPase-activating activity inhibitors, confirmation, biochemical, ADP Hunter fluorescence; MgcRacGAP-stimulated Rac1 GTP hydrolysis, ADP Hunter fluorescence; higher % means a stronger effect; GST-tagged Rac1 F28L mutant substrate; inhibition, % at 30 µM; hits with a dose series show IC50 in µM; actives 0.6% (n = 340,000);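 active = first-screen hits whose inhibition reached a set limit at any dose in the follow-up dose series; inconclusive = inhibition above the set first-screen limit but never retested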;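 also: fluorescence reports GDP produced by GAP-driven GTP hydrolysis; strong numbers were not always called active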
West Nile antiviral = inhibition of WNV-induced cytopathic effect – cell-based, CPE readout (AID 1621) | West Nile virus-infected cells, CPE inhibition; higher % means a stronger effect | CPE inhibition, % at 10 µM, or IC50 in µM where a hit was titrated | actives 0.02% (n = 290,000); in the data active = a potency from the dose series; inconclusive = CPE inhibition mostly from about 3.7% at the one dose, without a potency; inactive = the rest, 99 in 100 with CPE inhibition below about 2.2%; also: strong numbers were not always called active
K1F lysis inhibition = inhibition of K1F phage lysis, E. coli UTI89, bacterial capsule biogenesis inhibitors, alamar blue (AID 488966) | inhibition, % at 100 µM, or IC50 in µM where a hit was titrated | actives 0.02% (n = 340,000) | E. coli UTI89 K1F phage lysis, alamar blue, 2 h; higher % means a stronger effect;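 active = phage lysis inhibition, versus mean bacterial control, above a set limit; inconclusive = no clear call, values can overlap the other calls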;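 also: capsule biogenesis inhibitors block K1F phage lysis so surviving cells raise fluorescence; higher fluorescence means more inhibition of phage lysis; actives were called in the ten point dose series up to 300 µM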
AID2073 = disruptors of CaV2.2 binding to Mint1 – biochemical, HTRF (AID 2073); HTRF protein-protein interaction, Mint1-CaV2.2; higher % means a stronger effect; one-dose inhibition, % at 20 µM; IC50 in µM for titrated hits; actives 0.19% (n = 290,000); in the data active = inhibition mostly above about 51%, no sharp cut-off; inconclusive = no clear call, values can overlap the other calls; inactive = mostly below about 53%; also: some results filed as inactive read as strong as hits
Dengue-2 NS5 capping = Dengue-2 NS5 methyltransferase inhibitors, primary screen, biochemical, confirmation dose response (AID 588689); Dengue-2 NS5 methyltransferase capping enzyme assay, biochemical; higher % means a stronger effect; inhibition, % at 25 µM; hits with a dose series show IC50 in µM; actives 0.3% (n = 340,000); in the data active = a potency from the dose series; inconclusive = inhibition above about 29% without an active follow-up result
RSV CPE inhibition = RSV antiviral activity via CPE protection, HEp-2 cells, primary 10 µM value included (AID 2391); HEp-2 cells, RSV-induced CPE inhibition; higher % means a stronger effect; CPE inhibition, % at 10 µM; hits with a dose series show IC50 in µM; actives 0.13% (n = 310,000); in the data active = a potency from the dose series; inconclusive = CPE inhibition mostly from about 23% at the one dose, without a potency; inactive = the rest, 99 in 100 with CPE inhibition below about 21%; also: strong numbers were not always called active
Large T inhibition = TAg ATPase/helicase activity blockers – biochemical (AID 1903) | SV40 large T antigen ATPase/helicase inhibition assay; higher % means a stronger effect | one-dose inhibition, % at 20 µM; IC50 in µM for titrated hits | actives 0.39% (n = 310,000); in the data active = a potency from the dose series; inconclusive = inhibition mostly from about 32% at the one dose, without a potency; inactive = the rest, 99 in 100 with inhibition below about 32%; also: strong numbers were not always called active
Siah-1 displacement = blockers of Siah-1 interaction with plectin peptide – biochemical, fluorescence polarization, rhodamine-plectin, uHTS, primary screen (AID 1817) | Siah-1 / rhodamine-plectin peptide fluorescence polarization; higher % means a stronger effect | displacement, % at 20 µM; hits with a dose series show IC50 in µM | actives 0.02% (n = 290,000);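 active = displacement of at least 50% at 20 µM, with a fluorescence ratio check between 0.3 and a set limit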;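 also: plate controls were Siah plus tracer with DMSO for no effect and tracer alone without Siah for full effect; strong numbers were not always called active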
NTR1 ag cell count 20 µM = also measured in NTR1 ag; calls as there; cell count; measured here: cell count, cytotoxicity flag
Dengue-2 NS5 capping pilot replicate = also measured in Dengue-2 NS5 capping; calls as there; inhibition, %; measured here: pilot screen replicate inhibition
* marks the source's active call; other numbers are inactive results; ? = inconclusive; nt = no result given; [ ] = remark or other dose.

SMILES | NTR1 ag | NTR1 ag cell count 20 µM | MgcRacGAP inhibition | West Nile antiviral | K1F lysis inhibition | AID2073 | Dengue-2 NS5 capping | RSV CPE inhibition | Large T inhibition | Siah-1 displacement | others
CC(C)(C)Cc1nnc(NC(=O)Cc2ccc([N+](=O)[O-])cc2)s1 | -1.7 | 49 | 8% | 0.9% | 5.1% | 2% | 4% | 0.8% | 7% | 2%
CC(=O)c1ccc(N2CCN(C(=O)c3cccs3)CC2)c(F)c1 | 2.3 | 76 | 13% | -0.5% | -0.1% | 4% | 1% | 1.8% | 14% | 4% | Dengue-2 NS5 capping pilot replicate=2.1
Cc1nn(C(C)(C)C)c(OC(=O)c2cccs2)c1Sc1ccccc1 | 7.6 | 83 | 7% | -0.6% | 1.6% | -1% | -5% | 0.2% | 5% | 0%
Cc1ccnc(NC(=O)c2cc3ccccc3o2)c1 | -0.8 | 61 | 5% | nt | 0.8%[50 µM] | nt | -7% | 0.6% | 3% | nt
COc1ccc(C2CC(=O)N3C(=C2C#N)SCC3(O)c2ccccc2)cc1 (stereo not drawn) | 4.3 | 73 | 14% | 1.9% | 8.9% | -6% | 3% | 3.9% | 1% | -3%
COCC(C)NC(=O)CSc1nc2cc(S(=O)(=O)N3CCCCC3)ccc2o1 (stereo not drawn) | -1.7 | 70 | 2% | nt | 0.7%[50 µM] | nt | 3% | 1.4% | nt | nt
CC1=NN(C(=O)Cc2ccc([N+](=O)[O-])cc2)C(O)(c2cccnc2)C1 (stereo not drawn) | 1.0 | 54 | 7% | 0.1% | 4.1% | 15% | -2% | -0.5% | 0% | 2%
O=C(/C=C/c1cccc(O)c1)c1cccnc1 | 0.0 | 38 | 2% | 0.0% | -2.6% | 11% | -45% | 1.8% | -5% | 6%
O=C(NN1C(=O)NC2(CCCCC2)C1=O)c1ccc(-c2ccccc2Cl)o1 | -1.9 | 54 | 4% | nt | -0.7%[50 µM] | nt | 0% | 3.1% | nt | nt
CCN1CCCC1CN(Cc1cc2cc(OC)ccc2[nH]c1=O)C(=O)NCc1ccccc1 (stereo not drawn) | -0.8 | 37 | 16% | 0.0% | 1.3% | 7% | 3% | 0.5% | 6% | 3%
O=C(Nc1cccc(Cl)c1)Nc1csc([N+](=O)[O-])c1 | 16 | 48 | nt | 11% | nt | -6% | nt | nt | 15% | 17%
C=CCOC(=O)C(C#N)c1nc2ccccc2nc1N1CCN(c2ccccc2OCC)CC1 (stereo not drawn) | 9.0 | 58 | 9% | -0.4% | -1.3% | 8% | 0% | 5.2% | 7% | 0%
Cc1cc(NCc2ccccn2)nc2ccccc12 | -0.3 | 52 | 9% | -0.1% | -0.5% | 1% | -1% | 0.9% | 8% | 3%
CN1C(N)=NC(=O)/C1=C/c1ccc(F)cc1 | -0.6 | 47 | nt | 0.3% | nt | 6% | nt | 3.9% | 14% | 4%
CC(C)(CNC(=O)c1ccc(S(=O)(=O)N2CCCC2)cc1)N1CCOCC1 | 0.4 | 52 | -8% | 0.0% | -0.1% | 4% | -6% | -1.1% | 5% | -3%
COc1ccc(C2C3=C(Nc4ncnn42)c2ccccc2CCC3)cc1 (stereo not drawn) | -0.9 | 39 | -1% | -0.3% | -0.5% | 8% | -2% | -1.7% | 5% | 1%
CCCn1c(SCC(=O)N2CCCC(C)C2)nnc1-c1ccccn1 (stereo not drawn) | 0.9 | 43 | 6% | -0.5% | 0.0% | 34% | 13% | 0.7% | 61% | -3%
Fc1ccccc1NC(=S)Nc1ccc(CN2CCOCC2)cc1 | 0.0 | 52 | 14% | 0.3% | -0.1% | -15% | -8% | 2.8% | 24% | -4%
Cc1onc(C(=O)/C=C/N(C)C)c1C(=O)Nc1nccs1 | 0.9 | 46 | 7% | 0.3% | 0.0% | -5% | -8% | 0.5% | 2% | 1%
Cc1cccc(CCN(CC(=O)NCc2ccc(F)cc2)C(=O)c2csnn2)c1 | -1.2 | 38 | 4% | -0.8% | -1.4% | 4% | -4% | 1.7% | 6% | -2%
Cn1cc(Cl)c(-c2nc3ccccc3[nH]2)n1 | -0.7 | 33 | -3% | -0.1% | -1.0% | -6% | 7% | -0.5% | -5% | -4%
CCc1ccc(OCc2cccc(C(=O)N/N=C\c3cnn(C)c3C)c2)cc1 | 1.6 | 74 | 10% | -0.1% | 0.2% | 19% | 1% | nt | nt | 13%
Cc1cc(C(=O)Nc2sccc2C(N)=O)c(C)o1 | -2.5 | 75 | 3% | nt | 5.4% | nt | -5% | nt | nt | nt
COc1ccccc1NC(=O)c1ccc(C)s1 | -1.6 | 64 | 9% | 0.4% | -0.4% | ? | -2% | 2.0% | 2% | -1%
Cc1cc(C)cc(OCCN2CCOCC2)c1 | 0.5 | 56 | 31% | -0.4% | -0.3% | 48% | -9% | 1.4% | 25% | 3%
Cc1occc1C(=O)NCc1nc(-c2ccc(Cl)cc2)no1 | -0.4 | 64 | 5% | -0.3% | 0.0% | -8% | 4% | 5.3% | 4% | -1%
CC(=O)c1ccc(N2C(=NC(=O)C(C)C)SC3CS(=O)(=O)CC32)cc1 (stereo not drawn) | 0.9 | 97 | -3% | 0.5% | -0.4% | -10% | 1% | 0.3% | 0% | 5%
CC1CCCC(C)N1/N=C/c1ccccc1F (stereo not drawn) | 0.5 | 81 | 26% | -0.5% | 0.7% | 10% | 1% | 2.2% | 9% | 3%
CCc1ccc(N2CC(C(=O)Nc3cc(C)ccc3F)CC2=O)cc1 (stereo not drawn) | 2.0 | 48 | 3% | -0.7% | 1.9%[50 µM] | 4% | -2% | -0.5% | 14% | 0%
COC(=O)c1cn(NC(=O)c2cccc(OC)c2)c(=O)c2ccccc12 | -0.7 | 91 | -5% | 0.2% | -0.5% | 22% | -1% | 1.9% | -1% | 2%
COc1ccc(CC(=O)Nc2nnc(CC(C)C)s2)cc1S(=O)(=O)N1CCOCC1 | 0.3 | 46 | 3% | nt | 0.5%[50 µM] | nt | 4% | nt | nt | nt
O=C(Nc1ccc(F)cc1)C1CCN(c2nnnn2-c2ccccc2)CC1 | -1.4 | 73 | 10% | 0.7% | 0.0% | -19% | -1% | 1.4% | 11% | 2%
CCC(=O)N1c2ccccc2-c2nnc(SC)nc2OC1c1ccc(N(C)C)cc1 (stereo not drawn) | 3.6 | 52 | 3% | -0.3% | 0.1% | 8% | -7% | 0.5% | 12% | 18%
COc1cccc(-c2ccc(=O)n(CC(=O)Nc3cc4c(cc3NC(C)=O)OCCO4)n2)c1 | -0.7 | 56 | 0% | 2.4% | -2.5% | 0% | -3% | 1.1% | 14% | -7%
Cc1ccc(CNCC(O)(c2ccccc2)c2ccc(Cl)cc2)cc1 (stereo not drawn) | nt | nt | 1% | -1.0% | 2.2% | 26% | nt | nt | -1% | 0%
C=CCNC(=O)c1ccc([N+](=O)[O-])c(Cl)c1 | -0.8 | 49 | 7% | 0.0% | 0.2% | -8% | -2% | 0.7% | 4% | -2%
CCSc1ncc(Cl)c(C(=O)Nc2sc3c(c2C(=O)NCc2cccnc2)CCCC3)n1 | 15 | 41 | 16% | 0.4% | 0.2% | 5% | -2% | 0.6% | 1% | 1%
O=C1c2cccc3c([N+](=O)[O-])c(O)cc(c23)C(=O)N1Nc1ccccc1 | -0.6 | 37 | 8% | -0.4% | -2.3% | 48% | 17% | -0.7% | 29% | -5%
CC1Sc2ccc(S(=O)(=O)N3CCC(C(=O)NCc4ccccc4)CC3)cc2NC1=O (stereo not drawn) | -0.2 | 58 | 9% | -0.4% | 0.7% | 3% | -5% | 16% | -6% | 4%
O=c1c2ccccc2c(C=Nc2cccc(S(=O)(=O)NCc3ccco3)c2)c(O)n1-c1ccc(Cl)cn1 | 2.3 | 51 | 8% | 0.1% | 4.4% | ? | -8% | 0.4% | 17% | 1%
O=C1CCCC/C=C\C[C@H](CC(=O)N(CCO)Cc2ccccc2)C(=O)NCCO1 | -0.2 | 45 | 11% | nt | 1.1% | nt | 0% | nt | nt | nt
COc1cccc(CNC(=O)C2Cc3ccccc3CN2C(C)=O)c1 (stereo not drawn) | 0.1 | 47 | 8% | -0.1% | 0.4% | 10% | -7% | 0.2% | 4% | -4%
C=CC[n+]1c(/C=C2\C=Cc3cc(C)ccc3N2CC)ccc2ccccc21 | -1.2 | 42 | 18% | 1.7% | -0.8% | -7% | -8% | 0.9% | 16% | -2%
COc1cc(-c2noc(CCCC(=O)NCc3ccco3)n2)cc(OC)c1OC | -0.1 | 79 | 9% | -0.7% | 0.6% | 8% | -5% | 0.2% | 10% | 5%
CC1CN(C(=O)c2cc3cc(Br)ccc3[nH]2)CC(C)O1 (stereo not drawn) | -1.0 | 100 | 13% | -1.4% | 0.4% | 29% | -3% | 3.8% | 24% | -1%
O=C(/C=C/c1ccc2c(c1)OCCCO2)c1ccccc1O | 1.9 | 98 | 8% | 0.0% | -8.7% | 9% | -15% | 4.3% | 14% | 3%
Cc1ccc(-c2nnc(SCC(=O)N/N=C/c3c(C)nn(-c4ccccc4)c3C)n2-c2ccccc2)cc1 | 11 | 42 | 5% | nt | 5.0% | 12% | -3% | 52% | 9% | 11%

Gathered by group: the entries above containing two or more sulfur atoms
SMILES | NTR1 ag | NTR1 ag cell count 20 µM | MgcRacGAP inhibition | West Nile antiviral | K1F lysis inhibition | AID2073 | Dengue-2 NS5 capping | RSV CPE inhibition | Large T inhibition | Siah-1 displacement | others
Cc1nn(C(C)(C)C)c(OC(=O)c2cccs2)c1Sc1ccccc1 | 7.6 | 83 | 7% | -0.6% | 1.6% | -1% | -5% | 0.2% | 5% | 0%
COCC(C)NC(=O)CSc1nc2cc(S(=O)(=O)N3CCCCC3)ccc2o1 (stereo not drawn) | -1.7 | 70 | 2% | nt | 0.7%[50 µM] | nt | 3% | 1.4% | nt | nt
CC(=O)c1ccc(N2C(=NC(=O)C(C)C)SC3CS(=O)(=O)CC32)cc1 (stereo not drawn) | 0.9 | 97 | -3% | 0.5% | -0.4% | -10% | 1% | 0.3% | 0% | 5%
COc1ccc(CC(=O)Nc2nnc(CC(C)C)s2)cc1S(=O)(=O)N1CCOCC1 | 0.3 | 46 | 3% | nt | 0.5%[50 µM] | nt | 4% | nt | nt | nt
CCSc1ncc(Cl)c(C(=O)Nc2sc3c(c2C(=O)NCc2cccnc2)CCCC3)n1 | 15 | 41 | 16% | 0.4% | 0.2% | 5% | -2% | 0.6% | 1% | 1%
CC1Sc2ccc(S(=O)(=O)N3CCC(C(=O)NCc4ccccc4)CC3)cc2NC1=O (stereo not drawn) | -0.2 | 58 | 9% | -0.4% | 0.7% | 3% | -5% | 16% | -6% | 4%
